Compound activity (PubChem BioAssay)
hERG protect: hERG rescue from dofetilide block, primary screen, cell-based, CHO-hERG, FluxOR thallium flux, dofetilide IC70. Voltage-gated inwardly rectifying potassium channel KCNH2 (Homo sapiens), Q12809. hit rate 0.51% among 310,000. dofetilide IC70 present. activation (rescue from dofetilide block), less the hit threshold, % at 10 µM;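 active = activation above the mean of controls blocked by dofetilide plus 5 SD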;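 note: thallium influx through hERG after potassium depolarization seen as dye fluorescence rise; in these data hits start at about 4.7%; inactives centre near -7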
Target sequence (Q12809 whole entry, looked up): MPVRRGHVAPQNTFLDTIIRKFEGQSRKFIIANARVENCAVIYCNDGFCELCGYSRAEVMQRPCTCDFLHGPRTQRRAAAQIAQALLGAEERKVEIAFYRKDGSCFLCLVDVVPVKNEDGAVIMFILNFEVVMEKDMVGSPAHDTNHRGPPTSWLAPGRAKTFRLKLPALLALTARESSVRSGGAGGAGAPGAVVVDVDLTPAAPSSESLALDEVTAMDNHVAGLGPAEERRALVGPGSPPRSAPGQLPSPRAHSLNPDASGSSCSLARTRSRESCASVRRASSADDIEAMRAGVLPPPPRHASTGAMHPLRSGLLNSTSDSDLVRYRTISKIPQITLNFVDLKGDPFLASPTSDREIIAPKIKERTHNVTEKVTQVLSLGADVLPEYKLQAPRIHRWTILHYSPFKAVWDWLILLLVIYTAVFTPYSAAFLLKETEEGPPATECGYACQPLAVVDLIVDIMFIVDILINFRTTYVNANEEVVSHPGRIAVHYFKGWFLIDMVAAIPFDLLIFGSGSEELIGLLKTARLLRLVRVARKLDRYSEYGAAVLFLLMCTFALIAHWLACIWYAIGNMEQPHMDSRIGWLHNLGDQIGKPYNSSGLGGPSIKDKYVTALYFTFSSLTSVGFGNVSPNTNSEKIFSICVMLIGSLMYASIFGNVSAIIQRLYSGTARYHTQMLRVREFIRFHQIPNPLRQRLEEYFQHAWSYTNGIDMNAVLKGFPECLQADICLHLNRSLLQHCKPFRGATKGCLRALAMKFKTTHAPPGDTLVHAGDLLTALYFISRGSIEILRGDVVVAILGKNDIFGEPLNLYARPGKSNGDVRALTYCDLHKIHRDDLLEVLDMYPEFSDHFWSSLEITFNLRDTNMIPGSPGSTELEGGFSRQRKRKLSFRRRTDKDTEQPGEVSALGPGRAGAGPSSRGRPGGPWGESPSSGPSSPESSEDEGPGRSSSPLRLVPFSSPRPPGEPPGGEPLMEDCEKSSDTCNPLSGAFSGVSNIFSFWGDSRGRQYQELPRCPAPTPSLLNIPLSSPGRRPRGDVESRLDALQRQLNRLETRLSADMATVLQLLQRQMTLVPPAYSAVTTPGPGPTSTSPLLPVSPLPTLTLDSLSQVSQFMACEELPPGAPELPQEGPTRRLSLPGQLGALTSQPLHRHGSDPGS
KCNQ1 inh: inhibitors of human KCNQ1 channel, primary screen, cell-based, thallium flux, high-throughput; hit rate 1.3% among 310,000; B-score at 10 µM; CHO-K1 KCNQ1, FluxOR thallium flux fluorescence; active compounds read high; Potassium voltage-gated channel subfamily KQT member 1 (Homo sapiens), P51787;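 active = compounds whose thallium flux B-score, printed positive for inhibition, exceeds three library SD while starting fluorescence stays within three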;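 note: channel opened by potassium depolarization with thallium stimulus after 20 min compound exposure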
KCNQ1 act: potentiators or activators of KCNQ1 channel, primary screen, cell-based, thallium flux, high-throughput. Potassium voltage-gated channel subfamily KQT member 1 (Homo sapiens), P51787. CHO-K1 KCNQ1, thallium flux FluxOR fluorescence; active compounds read high. B-score at 10 µM. hit rate 0.35% among 310,000. AID 2648, 2010;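 active = fluorescence ratio B-score, a plate-corrected score, at least three library SD, with initial intensity B-score within 5 SD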
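System: Stable KCNQ1 CHO-K1 line | Incubation: 90 min dye loading and 20 min compound exposure, both at room temperature | Measure: Ratio B score | Medium: Assay buffer for compound exposure, DMSO matched across wells | Compound dosing: Single-concentration screen | Probe or stimulus: K+/Tl+ depolarizing stimulus | Measured by: Kinetic FluxOR fluorescence, 10 s baseline plus 110 s post-stimulus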
KCNK3 inh: human KCNK3 channel inhibitors, primary screen, CHO cells, FluxOR thallium flux, B-score | Potassium channel subfamily K member 3 (Homo sapiens), O14649 | FluxOR fluorescence; active compounds read low | B-score at 10 µM | hit rate 0.84% among 340,000;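 active = B-score under library mean minus 4 SD, starting fluorescence ratio at most library mean plus 5 SD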;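 note: more negative B-score means stronger inhibition of thallium flux through KCNK3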
ANO1 block: TMEM16A chloride channel inhibitors, primary screen, cell-based, HTS; HEK293 TMEM16A/YFP iodide influx fluorescence, ionomycin; normalized B-score (activity score, 25-100; higher = stronger inhibition) at 10 µM; hit rate 1.2% among 310,000; AID 588511, 2011;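 active = ratio plate-corrected score three or more library SD toward inhibition, starting fluorescence score within five deviations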;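 note: score derived from kinetic fluorescence span divided by baseline fluorescence per well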
RGS4 act: RGS4 potentiators or activators, primary screen, cell-based, HEK293 M3R inducible RGS4, calcium flux; carbachol calcium flux Fluo4; active compounds read low; B-score at 10 µM; hit rate 0.92% among 310,000;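 active = B-score of the integrated calcium signal more than 4 SD below the library mean, with starting fluorescence not abnormally high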;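 note: negative B-score means reduced calcium response which marks RGS4 activation or potentiation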
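Assay system: Inducible-RGS4 HEK293 cells carrying M3 receptor | Schedule: Compound preincubation 20 min at room temperature before agonist | Signal: Kinetic calcium fluorescence imaging with Fluo4-AM dye, 2 µM | Read-out basis: B score from integrated fluorescence ratio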
RGS4 inh: RGS4 inhibitors, primary screen, cell-based, HEK293 M3R inducible RGS4, calcium flux; B-score at 10 µM; hit rate 0.45% among 310,000; Fluo-4 calcium flux; active compounds read high; triggered by carbachol at its EC20; Regulator of G-protein signaling 4 (Homo sapiens), P49798;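 active = B-score, a plate-corrected calcium signal, over three deviations above library mean, with baseline fluorescence within five deviations of library mean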;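 note: RGS4 expression induced by doxycycline in cells with stable M3 receptor; B-score is computed from the integrated fluorescence ratio over baseline after carbachol; higher B-score means a larger calcium signal and so more RGS4 inhibition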
TMEM16A act: TMEM16A chloride channel activators or potentiators, primary screen, cell-based, HTS; Anoctamin-1 (Mus musculus), Q8BHY3; HEK293 TMEM16A/YFP-H148Q/I152L, iodide quench fluorescence; active compounds read low; B-score at 10 µM; hit rate 0.3% among 340,000; AID 623877, 2012;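 active = fluorescence-ratio B-score plate-corrected deviation score at least 3 library SD below zero, with starting fluorescence score within 5 deviations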;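 note: channel opened by trigger with iodide after compound preincubation; score built on the fluorescence ratio of max minus min over baseline; more negative score means more quench and so TMEM16A activation or potentiation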
KCNK9 inh: KCNK9 potassium channel inhibitors, primary screen, HEK293 cells, thallium flux. Potassium channel subfamily K member 9 (Homo sapiens), Q9NPC2. B-score at 10 µM. FluxOR thallium flux fluorescence; active compounds read low. hit rate 1.2% among 310,000. AID 488922, 2010;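 active = ratio B-score over 3 SD below the library mean, with starting fluorescence within 5 SD of its mean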;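 note: negative B-score means less thallium flux so channel inhibition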
MrgX1 agonist: agonists of human MrgX1 receptor, primary screen, HEK293 cells, Fluo-4 calcium flux; Mas-related G-protein coupled receptor member X1 (Homo sapiens), Q96LB2; Fluo-4 calcium fluorescence, agonist mode; active compounds read high; B-score at 10 µM; hit rate 0.44% among 310,000;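 active = calcium response B-score plate-corrected fluorescence ratio at least 3 library SD, with starting fluorescence B-score inside 5 SD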
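Test system: HEK293 cells stably expressing human MrgX1 receptor; amount: 15,000 cells per well; doses: compound delivered in addition one of three; times: overnight plating before 1 h dye loading; detection: Fluo-4 NW calcium-flux fluorescence, kinetic read; read-out basis: B-scored fluorescence response ratio; controls: positive and negative controls per plate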
MrgX1 PAM: positive allosteric modulators of MrgX1, primary screen, HEK293 cells, Fluo-4 calcium flux; FDSS; active compounds read high; B-score at 10 µM; hit rate 0.63% among 310,000;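 active = plate-corrected calcium response at least 3 library SD above typical, normal starting fluorescence, not activating the receptor alone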;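 note: compound read alongside a low EC10 to EC30 dose of BAM8-22 agonist; peak minus trough fluorescence over baseline measured at the second addition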
An asterisk follows results filed as active; i = inactive; . = not tested or not shown.

No.	compound	hERG protect	KCNQ1 inh	KCNQ1 act	KCNK3 inh	ANO1 block	RGS4 act	RGS4 inh	TMEM16A act	KCNK9 inh	MrgX1 agonist	MrgX1 PAM
1	COCCNC(=O)C1CC(c2cccc([N+](=O)[O-])c2)=NO1 (configuration not stated)	-5	i	i	i	i	i	i	i	i	i	i
2	O=C(c1ccc(S(=O)(=O)N2CCCC2)cc1)N1CCN(Cc2ccc3c(c2)OCO3)CC1	-3	i	i	i	i	i	i	i	i	i	i
3	COc1ccccc1NC(=S)N1CCn2cccc2C1c1cccnc1 (configuration not stated)	-1	i	i	i	i	i	i	i	i	i	i
4	COCCNC(=O)CSCc1cc(C)cc(C)c1	-5	i	i	i	i	i	i	i	i	i	i
5	O=Cc1ccccc1OCCCOc1cccc2cccnc12	-10	i	i	i	i	i	i	i	i	i	i
6	CCNC(=O)C(=O)Nc1ccc(OC)c(Cl)c1	-9	i	i	i	i	i	i	i	i	i	i
7	Cc1ccc(S(=O)(=O)N2[C@@H](c3ccc(Cl)cc3)C(C(=O)O)=CC[C@H]2c2ccc(C(C)C)cc2)cc1	.	.	.	i	100*	.	.	i	.	i	i
8	Cc1cccc(C(=O)NNC(=O)c2ccccc2-n2cccc2)c1	-16	i	i	i	i	i	i	i	i	i	i
9	Cn1c(SCC(=O)Nc2ccc(F)cc2)nc2c([nH]c3ccccc32)c1=O	-7	i	i	i	i	i	i	i	i	i	i
10	COC(=O)c1cc(-c2ccccc2)sc1NC(=O)CN1C(=O)c2ccccc2C1=O	-12	i	i	i	i	i	i	i	i	i	i
11	Cc1nc2scc(C)n2c(=O)c1S(=O)(=O)NCc1ccccc1	0	i	i	i	i	i	i	i	i	i	i
12	COc1ccc(NS(=O)(=O)c2ccc(NC(=O)C3CC3)cc2)cc1	-4	i	i	i	i	i	i	i	i	i	i
13	Cc1ccc(Oc2ncc(-c3ccc(Cl)cc3)cn2)cc1	-7	i	i	i	i	i	i	i	i	i	i
14	O=C(N/N=C1/CC2CCC1C2)c1cc2ccccc2cc1O (configuration not stated)	-6	i	i	i	i	i	i	i	i	i	i
15	Cn1cnc([N+](=O)[O-])c1Sc1nnc(-c2cccnc2)n1C	-3	i	i	i	i	i	i	i	i	i	i
16	Cc1ccccc1-c1nnc2c3ccccc3c(C)nn12	-6	i	i	i	i	i	i	i	i	i	i
17	Cc1cccc(NS(=O)(=O)c2nnc(NC(=O)C3CCCCC3)s2)c1	-7	i	i	i	i	i	i	i	i	i	i
18	CCc1ccc(N(C(=O)c2snc(C(N)=O)c2N)C(C(=O)NCC2CCCO2)c2cccs2)cc1 (configuration not stated)	-18	i	i	i	i	i	i	i	i	i	i
19	COc1ccc(/C=N/Nc2ncc(-c3ccccc3)cn2)c(OC)c1	-8	i	i	i	i	i	i	i	i	i	i
20	C=CCNS(=O)(=O)c1nc(C)c(Cl)c(C)c1C#N	-12	i	i	i	i	i	i	i	i	i	i
21	O=C(C1CC(=O)N(c2ccc(Cl)cc2)C1)N1CCOCC1 (configuration not stated)	-3	i	i	i	i	i	i	i	i	i	i
22	Cc1cc(C)n2c3c(c(C#N)c2n1)CCCC3	0	i	i	i	i	i	i	.	i	i	i
23	O=[N+]([O-])c1ccc(/C=N/Nc2nc(N3CCCC3)nc(N3CCCC3)n2)o1	-12	i	i	i	i	i	i	i	i	i	i
24	O=C(c1ccccc1)c1cc([N+](=O)[O-])ccc1N1CCOCC1	-5	i	i	i	i	i	i	i	i	i	i
25	CC(=O)c1nn(-c2cccc(Br)c2)cc1C(=O)c1ccc2ccccc2c1	-6	i	i	i	i	i	i	i	i	i	i
26	C=CCn1c(=O)c2ccccc2n2c(SCC(=O)Nc3cc(C)on3)nnc12	-10	i	i	i	i	i	i	i	i	i	i
27	CC1Oc2ccccc2N(CC(=O)Nc2ccc(F)cc2)C1=O (configuration not stated)	-6	i	i	i	i	i	i	i	i	i	i
28	COc1cccc(-c2nc(-c3ccc(NC(=O)c4cccnc4)cc3)no2)c1	-6	i	i	i	i	i	i	i	i	i	i
29	COc1ccc(CNC(=O)c2ccccc2NS(C)(=O)=O)cc1	-2	i	i	i	i	i	i	i	i	i	i
30	CSc1ccc(/C=N/Nc2nc(C)cc(C)n2)cc1	-3	i	i	i	i	i	i	i	i	i	i
31	COc1cccc(-n2nnnc2SCC(=O)NCc2ccc3c(c2)OCO3)c1	-6	i	i	i	i	i	i	i	i	i	i
32	O=C(Nc1ccccc1Br)c1ccccc1-c1ccccc1	-7	i	i	i	i	i	i	i	i	i	i
33	N#Cc1c(C(F)(F)F)cc(-c2ccccc2)[nH]c1=O	-15	i	i	i	i	i	i	i	i	i	i
34	COc1ccc(OC)c(-n2c(SCC(C)=O)nnc2-c2cccc(S(=O)(=O)N(C)C)c2)c1	-10	i	i	i	i	i	i	i	i	i	i
35	CCNc1nnc(CSc2nc3ccccc3s2)s1	-1	i	i	i	i	i	i	i	i	i	i
36	C=CCN(c1ccccc1)S(=O)(=O)c1cccc2cccnc12	-9	i	i	i	i	i	i	i	i	i	i
37	CC(C)c1cc(N2CCC(=O)NC2=O)cc(C(=O)O)c1O	1	i	i	i	i	i	i	i	i	i	i
38	Cc1cccn2c(=O)c3cc(C(=O)NCCN4CCOCC4)n(C)c3nc12	-5	i	i	i	i	i	i	i	i	i	i
39	COc1cc2[nH]c3c(=O)n4c(nc3c2cc1OC)SCCC4	-2	i	i	i	i	i	i	i	i	i	i
40	COc1ccc(C(CNC(=O)COc2ccccc2C#N)N2CCOCC2)cc1 (configuration not stated)	0	i	i	i	i	i	i	i	i	i	i
41	CC(C)CCNC(=O)C(c1ccc(O)cc1)N(C(=O)C1COc2ccccc2O1)c1cccc(O)c1 (configuration not stated)	-13	7*	i	i	i	i	i	i	i	i	i
42	Cc1ccc2cccc(S(=O)(=O)N3CCCc4ccccc43)c2n1	-12	i	i	i	i	i	i	i	i	i	i
43	C=C(C)/C=N/NC(=S)Nc1ccc(S(=O)(=O)N2CCOCC2)cc1	-17	i	i	i	i	i	i	i	i	i	i
44	Cc1noc(C)c1C(=O)OCC(=O)N1CCN(S(=O)(=O)c2ccc3ccccc3c2)CC1	-13	i	i	i	i	i	i	i	i	i	i
45	CC(C)CCNC(=O)CCc1nnc2n(CCCOC(C)C)c(=O)c3ccccc3n12	-5	i	i	i	i	i	i	i	i	i	i
46	COc1ccc(CNc2ncccn2)cc1OC	-12	i	i	i	i	i	i	i	i	i	i
47	Cc1ccc(C)c2[nH]c(=O)c(C(c3nnnn3C3CCCC3)N3CCOCC3)cc12 (configuration not stated)	-13	i	i	i	i	i	i	i	i	i	i
48	C=CCn1cnc2c(oc3ccccc32)c1=O	-3	i	i	i	i	i	i	i	i	i	i
49	CCOC(=O)[C@@H]1[C@H]2COc3ccccc3[C@@H]2N2C(=O)N(c3ccc(C)cc3)C(=O)[C@]12C	-4	i	i	i	i	i	i	i	i	i	i
50	O=Nc1c(O)n(Cc2c(Cl)cccc2Cl)c2ccccc12	-11	i	i	i	i	i	i	i	i	i	i

New compounds follow
No.	compound	hERG protect	KCNQ1 inh	KCNQ1 act	KCNK3 inh	ANO1 block	RGS4 act	RGS4 inh	TMEM16A act	KCNK9 inh	MrgX1 agonist	MrgX1 PAM
51	CN1CCN(CCCNC(=O)c2cc3c(=O)n(C)c4ccccc4c3s2)CC1	-6	i	i	i	i	i	i	i	i	i	i
52	Cn1c(Cc2ccccc2)nnc1SCC(=O)N1CCN(c2ccccc2)CC1	-1	i	i	i	i	i	i	i	i	i	i
53	CC1CCCCC1NS(=O)(=O)c1ccc(-n2cnnn2)cc1 (configuration not stated)	-8	i	i	i	i	i	i	i	i	i	i
54	[O-][n+]1c2ccccc2c2n1CCCN=C2c1ccc(Cl)cc1	-7	i	i	i	i	i	i	i	i	i	i
55	O=C(Nc1ccc2c(c1)CCC2)Nc1ccccc1F	-3	i	i	i	i	i	i	i	i	i	i
56	CCn1c(SCC(=O)Nc2nc(C)c(C)s2)nnc1-c1cccnc1	-6	i	i	i	i	i	i	i	i	i	i
57	CCCCCC(=O)NC(=S)Nc1ccc2oc(=O)ccc2c1	-15	i	i	i	i	i	i	i	i	i	i
58	COc1cc(OC)c(C2N(C)c3ccccc3N2C)cc1OC	-7	i	i	.	i	i	i	.	i	i	i
59	C/C(=N\N=C1/SC(CC(=O)O)C(=O)N1c1ccccc1)c1ccc(C)cc1 (configuration not stated)	-4	i	i	i	i	i	i	i	i	i	i
60	CCOC(=O)c1cn(CC)c2cc(Cl)c([N+](=O)[O-])cc2c1=O	-9	i	i	i	i	i	i	i	i	i	i
61	Cc1cc(OCc2nnc(SC(C)C(=O)O)n2Cc2ccccc2)ccc1Cl (configuration not stated)	-3	i	i	i	.	i	i	i	i	.	.
62	O=C(O)Cc1sc(-c2ccccc2)nc1-c1cccs1	-7	i	i	i	i	i	i	i	i	i	i
63	Cc1ccc(-n2c(SCC(=O)NCc3ccco3)nnc2-c2cccnc2)cc1	-10	i	i	i	i	i	i	i	i	i	i
64	COc1ccc(C(=O)/C=C/c2ccc(O)cc2)cc1	-9	i	i	i	i	i	i	i	i	i	i
